NSD2 HMT inh = NSD2 (human) methyltransferase inhibition | 310,000 compounds, 0.54% hits | inhibition, % at 12.5 µM | NSD2 peptide methylation, AlphaScreen, 120 min | O96028 | AID 743445; in the data active = inhibition above about 50%
Keap1-Nrf2 PPI = inhibitors of human Keap1-Nrf2 protein-protein interaction. 340,000 compounds, 0.15% hits. Keap1 Kelch-Nrf2 peptide fluorescence polarization, 1536-well. AID 504523. Q14145. inhibition, % at 9.4 µM; in the data active = inhibition above about 12%;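 also: human Keap1 Kelch domain with fluorescein labeled Nrf2 9mer peptide probe; 0% = neutral control wells and 100% = peptide positive control; higher means more block of Keap1 binding to Nrf2 peptide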
Target sequence (Q14145 whole entry, looked up, the tested form may be a part): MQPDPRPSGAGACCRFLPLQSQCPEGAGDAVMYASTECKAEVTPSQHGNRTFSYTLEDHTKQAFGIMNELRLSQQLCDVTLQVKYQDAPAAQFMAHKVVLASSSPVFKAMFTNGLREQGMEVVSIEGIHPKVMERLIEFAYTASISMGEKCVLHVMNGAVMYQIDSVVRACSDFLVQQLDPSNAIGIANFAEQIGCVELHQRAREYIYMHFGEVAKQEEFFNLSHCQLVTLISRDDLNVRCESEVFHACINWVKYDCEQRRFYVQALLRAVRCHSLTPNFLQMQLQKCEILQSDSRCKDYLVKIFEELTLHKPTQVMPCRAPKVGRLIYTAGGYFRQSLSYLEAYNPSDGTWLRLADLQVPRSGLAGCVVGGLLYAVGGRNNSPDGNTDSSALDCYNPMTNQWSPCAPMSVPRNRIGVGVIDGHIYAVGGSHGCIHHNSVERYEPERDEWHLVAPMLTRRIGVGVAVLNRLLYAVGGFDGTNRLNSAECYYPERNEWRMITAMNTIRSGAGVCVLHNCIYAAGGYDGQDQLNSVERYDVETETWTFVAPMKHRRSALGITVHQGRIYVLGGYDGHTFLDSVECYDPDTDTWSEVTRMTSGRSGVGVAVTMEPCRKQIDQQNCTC
PvdQ inh = blocks Pseudomonas aeruginosa PvdQ acylase activity. purified PvdQ acylase, fluorescence plate reader. inhibition, % at 10 µM. 340,000 compounds, 0.063% hits; in the data active = inhibition above about 30%, passing the limit was not always enough;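 also: 0% = vehicle neutral wells and 100% = reference inhibitor wells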
Arrestin-AP2 inh = inhibitors of human beta-arrestin and AP2 interaction | 340,000 compounds, 0.31% hits | inhibition, % at 10 µM | AID 504490 | FITC-arrestin peptide / GST-AP2 beads, flow cytometry; AP2 beta2 appendage carries R879A mutation;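 active = inhibition above a set limit, near 3 SD of compounds lacking own fluorescence, cut at about 54% in these data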;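 also: plate controls were DMSO wells for no effect and 5 µM unlabelled arrestin peptide for full effect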
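test system = AP2 appendage R879A on GSH beads | buffer or medium = PBS plus Tween 20 (0.05%) and BSA (0.1%) | incubation = 12 min plus 1 h, RT | detection = bead flow cytometry, FITC channel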
SR-BI DiI-HDL act = enhances SR-BI lipid uptake from DiI-HDL; 320,000 compounds, 0.096% hits; AID 504775; CHO ldlA[mSR-BI] cells, DiI-HDL uptake fluorescence, 3 h; 100 = double the neutral-control signal; activation, % at 12.5 µM;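 active = mean replicate activation of at least 60% and every replicate at or above 60%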;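 also: 0% = median plate neutral-control signal and 100% = twice that signal; values of inactives mirror those of a sister screen read the other way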
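System: LDL receptor-deficient CHO ldlA cells overexpressing murine SR-BI | Timing: 3 h uptake period with compound, 37 °C | Medium: HEPES-buffered (25 mM, pH 7.4) F12 plus 0.5% BSA | Dosing: Single-point compound dose | Signal: Bottom-read fluorescence, 550/595 nm | Read-out: Retained DiI signal reflecting DiI-HDL uptake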
DAGLB inh = blocks human DAGLB lipase activity; HEK293T DAGLB membrane lysate, EnzChek fluorogenic substrate; inhibition, % at 5.17 µM; 340,000 compounds, 0.059% hits; in the data active = inhibition above about 34%;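 also: 0% = enzyme with vehicle and 100% = wells lacking enzyme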
PKA-R2B act = PKA-R2B complex activation. activation, % at 11.4 µM. P22694+P31323. 340,000 compounds, 0.079% hits. PKA-R2B holoenzyme dissociation, Cy5-IP20 fluorescence polarization; R2B truncated from residue 108, S112A mutant; 0% DMSO only, 100% 113 µM cGMP;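 active = activation above a cutoff set at the mean over all compounds plus 3 SD, cut at about 18% in these data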;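 also: higher means more holoenzyme dissociation and a rise in polarization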
Target sequence (P31323 whole entry, looked up, other chains not shown, the tested form may be a part): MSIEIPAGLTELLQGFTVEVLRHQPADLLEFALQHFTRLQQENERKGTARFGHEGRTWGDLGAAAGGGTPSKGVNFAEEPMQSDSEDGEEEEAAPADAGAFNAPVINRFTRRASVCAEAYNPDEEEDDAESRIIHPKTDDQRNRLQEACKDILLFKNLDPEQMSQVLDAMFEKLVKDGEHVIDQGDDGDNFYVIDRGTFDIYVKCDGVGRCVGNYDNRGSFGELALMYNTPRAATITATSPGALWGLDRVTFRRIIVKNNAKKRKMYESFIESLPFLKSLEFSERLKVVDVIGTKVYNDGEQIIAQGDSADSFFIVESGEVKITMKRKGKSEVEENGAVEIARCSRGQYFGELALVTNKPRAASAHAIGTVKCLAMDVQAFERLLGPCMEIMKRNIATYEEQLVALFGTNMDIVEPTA
LANA DNA inh = inhibitors of KSHV LANA C-terminal domain DNA binding. MBP-C-LANA/FAM-LBS DNA binding, fluorescence polarization. inhibition, % at 9 µM. 340,000 compounds, 0.078% hits. AID 504423;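 active = highest replicate inhibition at or above 60% at 9 µM, even if other replicates fall short; inactive = all replicates below 60% inhibition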;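 also: 0% = neutral control wells and 100% = 4 µM acridine orange control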
SR-BI HDL uptake = blocks mouse SR-BI lipid uptake from DiI-HDL; Q61009; ldlA[mSR-BI] CHO cells, DiI-HDL uptake fluorescence, 3 h; inhibition, % at 12.5 µM; 320,000 compounds, 0.96% hits; AID 488896;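 active = mean replicate inhibition of at least 70% and a set share of replicates each scoring 70 or more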;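 also: 0% = median of neutral control wells and 100% = median of positive control wells; values of inactives mirror those of a sister screen read the other way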
RTF Ca sens inh = cardiac RTF calcium desensitization | inhibition, % at 7.15 µM | 340,000 compounds, 0.12% hits | IANBD-labeled cardiac RTF, Ca2+ fluorescence | AID 493244;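 active = inhibition above the mean inhibition of all tested compounds plus 3 SD, cut at about 17% in these data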;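 also: assay run at fixed EC70 calcium of 1.6 mM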
Active calls of the source: *.

A first look:
Cc1cc(C(=O)N/N=C/C=C/c2ccc([N+](=O)[O-])cc2)n[nH]1 was read as NSD2 HMT inh -3, Keap1-Nrf2 PPI 1, PvdQ inh 7, Arrestin-AP2 inh 10, SR-BI DiI-HDL act -21, DAGLB inh -2, PKA-R2B act -9, LANA DNA inh -0.4, SR-BI HDL uptake 21 and RTF Ca sens inh 7.
Cc1ccc(S(=O)(=O)NCCSc2nnnn2-c2cc(C)ccc2C)cc1 was read as NSD2 HMT inh -5, Keap1-Nrf2 PPI 4, PvdQ inh -9, Arrestin-AP2 inh 4, SR-BI DiI-HDL act -15, DAGLB inh -4, PKA-R2B act -5, LANA DNA inh 1.3, SR-BI HDL uptake 15 and RTF Ca sens inh -13.

The list itself, repeating the preview:
Cc1cc(C(=O)N/N=C/C=C/c2ccc([N+](=O)[O-])cc2)n[nH]1 was read as NSD2 HMT inh -3, Keap1-Nrf2 PPI 1, PvdQ inh 7, Arrestin-AP2 inh 10, SR-BI DiI-HDL act -21, DAGLB inh -2, PKA-R2B act -9, LANA DNA inh -0.4, SR-BI HDL uptake 21 and RTF Ca sens inh 7.
Cc1ccc(S(=O)(=O)NCCSc2nnnn2-c2cc(C)ccc2C)cc1 was read as NSD2 HMT inh -5, Keap1-Nrf2 PPI 4, PvdQ inh -9, Arrestin-AP2 inh 4, SR-BI DiI-HDL act -15, DAGLB inh -4, PKA-R2B act -5, LANA DNA inh 1.3, SR-BI HDL uptake 15 and RTF Ca sens inh -13.
`O=C(NCC1OCCc2ccccc21)C1COc2ccccc2O1` (stereo not drawn) gave NSD2 HMT inh -5, Keap1-Nrf2 PPI 4, PvdQ inh -14, Arrestin-AP2 inh 8, SR-BI DiI-HDL act 4, DAGLB inh -8, PKA-R2B act -2, LANA DNA inh 0.8, SR-BI HDL uptake -4 and RTF Ca sens inh 0.
`CN(CCN1CCOCC1)C(=O)c1cc(COc2ccc(F)c(F)c2)on1` gave NSD2 HMT inh 0, Keap1-Nrf2 PPI -3, PvdQ inh 7, Arrestin-AP2 inh 47, SR-BI DiI-HDL act 10, DAGLB inh 0, PKA-R2B act 4, LANA DNA inh 1.2, SR-BI HDL uptake -10 and RTF Ca sens inh -2.
Screening O=C(NNC(=O)c1ccccc1-n1cccc1)c1ccc(Cl)c(Cl)c1 returned NSD2 HMT inh 0, Keap1-Nrf2 PPI -2, PvdQ inh -6, Arrestin-AP2 inh 4, SR-BI DiI-HDL act -11, DAGLB inh -4, PKA-R2B act -7, LANA DNA inh 1.6, SR-BI HDL uptake 11 and RTF Ca sens inh -6.
COc1ccc(N2CC(C(=O)Nc3c4c(nn3-c3ccc(OC)cc3)CS(=O)(=O)C4)CC2=O)cc1 (stereo not drawn) was read as NSD2 HMT inh 4, Keap1-Nrf2 PPI -3, PvdQ inh 5, Arrestin-AP2 inh 29, SR-BI DiI-HDL act 10, DAGLB inh 0, PKA-R2B act -5, LANA DNA inh -0.9, SR-BI HDL uptake -10 and RTF Ca sens inh 0.
For CCNC(=O)C1CC(=O)OC12CCCCC2 (stereo not drawn) the results were NSD2 HMT inh 0, Keap1-Nrf2 PPI -5, PvdQ inh 5, Arrestin-AP2 inh 4, SR-BI DiI-HDL act 8, DAGLB inh -5, PKA-R2B act -4, LANA DNA inh 0.5, SR-BI HDL uptake -8 and RTF Ca sens inh 5.
Screening O=C(NNc1cc(N2CCCC2)nc(N2CCCC2)n1)c1ccc([N+](=O)[O-])cc1 returned NSD2 HMT inh 89*, Keap1-Nrf2 PPI 1, PvdQ inh -11, Arrestin-AP2 inh 5, SR-BI DiI-HDL act -8, DAGLB inh 4, PKA-R2B act -7, LANA DNA inh 0.1, SR-BI HDL uptake 8 and RTF Ca sens inh -2.
For COC(=O)c1c(-c2ccc(C)cc2)csc1NC(=O)C1CC=CCC1C(=O)O (stereo not drawn) the results were NSD2 HMT inh 2, Keap1-Nrf2 PPI 3, PvdQ inh -3, Arrestin-AP2 inh -9, SR-BI DiI-HDL act 15, DAGLB inh 3, PKA-R2B act -6, LANA DNA inh 1.1, SR-BI HDL uptake -15 and RTF Ca sens inh 0.
For CCN(CC)c1ccc(S(=O)(=O)N2CCOCC2)cc1NC(=O)CSC(=S)N1CCCC1 the results were NSD2 HMT inh 6, Keap1-Nrf2 PPI -2, PvdQ inh -9, Arrestin-AP2 inh 0, SR-BI DiI-HDL act 18, DAGLB inh -4, PKA-R2B act -6, LANA DNA inh -0.8, SR-BI HDL uptake -18 and RTF Ca sens inh -2.
CCCCN(C(=O)NCCCCCCNC(=O)N(CCCC)C1CCS(=O)(=O)C1)C1CCS(=O)(=O)C1 (stereo not drawn) was read as NSD2 HMT inh 0, Keap1-Nrf2 PPI 2, PvdQ inh 10, Arrestin-AP2 inh 34, SR-BI DiI-HDL act 3, DAGLB inh 1, PKA-R2B act 0, LANA DNA inh 0.1, SR-BI HDL uptake -3 and RTF Ca sens inh -2.
CCOC(=O)CNC(=O)N1CCc2ccc(NC(=O)c3ccccc3Cl)cc2C1 was read as NSD2 HMT inh -3, Keap1-Nrf2 PPI -4, PvdQ inh -8, Arrestin-AP2 inh 0, SR-BI DiI-HDL act -96, DAGLB inh 2, PKA-R2B act -13, LANA DNA inh -2.2, SR-BI HDL uptake 96* and RTF Ca sens inh -5.
Screening COC(=O)c1cc(=O)nc2sc3cc(OC)ccc3n12 returned NSD2 HMT inh 3, Keap1-Nrf2 PPI 1, PvdQ inh -4, Arrestin-AP2 inh -6, SR-BI DiI-HDL act 6, DAGLB inh 1, PKA-R2B act -2, LANA DNA inh 2.2, SR-BI HDL uptake -6 and RTF Ca sens inh 1.
`CCN(CC(=O)NC1CCCCCC1)S(=O)(=O)c1ccccc1` gave NSD2 HMT inh 4, Keap1-Nrf2 PPI -1, PvdQ inh -14, Arrestin-AP2 inh 1, SR-BI DiI-HDL act 43, DAGLB inh 0, PKA-R2B act 8, LANA DNA inh 0.3, SR-BI HDL uptake -43 and RTF Ca sens inh 7.
For CC(=O)NS(=O)(=O)c1ccc(NC(=O)CSc2ccccc2)cc1 the results were Keap1-Nrf2 PPI -1, PvdQ inh -14, Arrestin-AP2 inh 15, DAGLB inh 0, PKA-R2B act 4, LANA DNA inh -0.8 and RTF Ca sens inh -17.
Screening O=C(Nc1cccc(-c2ccc(N3CCOCC3)nn2)c1)c1ccccc1Cl returned NSD2 HMT inh -1, Keap1-Nrf2 PPI 0, PvdQ inh -13, Arrestin-AP2 inh -14, SR-BI DiI-HDL act -28, DAGLB inh 1, PKA-R2B act -9, LANA DNA inh 1.0, SR-BI HDL uptake 28 and RTF Ca sens inh -6.
Screening Cn1c(=O)c2c(nc(NN=C3CCCCC3)n2C)n(C)c1=O returned NSD2 HMT inh 2, Keap1-Nrf2 PPI -7, PvdQ inh -5, Arrestin-AP2 inh -1, SR-BI DiI-HDL act 10, DAGLB inh -1, PKA-R2B act -9, LANA DNA inh -1.2, SR-BI HDL uptake -10 and RTF Ca sens inh 0.
For CC(=O)C1=C(O)C(=O)N(C)C1c1ccccc1F (stereo not drawn) the results were NSD2 HMT inh -3, Keap1-Nrf2 PPI -1, PvdQ inh -7, Arrestin-AP2 inh 9, SR-BI DiI-HDL act 17, DAGLB inh 2, PKA-R2B act 3, LANA DNA inh -0.7, SR-BI HDL uptake -17 and RTF Ca sens inh -3.
Screening COc1cccc(NC(=O)C2CCN(S(=O)(=O)c3ccc4c(c3)NC(=O)CO4)CC2)c1 returned NSD2 HMT inh 1, Keap1-Nrf2 PPI -4, PvdQ inh -11, Arrestin-AP2 inh 6, SR-BI DiI-HDL act 14, DAGLB inh 4, PKA-R2B act 1, LANA DNA inh -0.4, SR-BI HDL uptake -14 and RTF Ca sens inh -1.
Cc1cc(C)c2nc(N3CCC(C(=O)N4CCN(C(=O)c5ccco5)CC4)CC3)sc2c1 was read as NSD2 HMT inh 0, Keap1-Nrf2 PPI -7, PvdQ inh -16, Arrestin-AP2 inh -7, SR-BI DiI-HDL act -41, DAGLB inh 3, PKA-R2B act -16, LANA DNA inh 0.2, SR-BI HDL uptake 41 and RTF Ca sens inh -8.
Screening COCCC(=O)NC1CCCc2c1cnn2-c1cccc(C)c1C (stereo not drawn) returned NSD2 HMT inh -1, Keap1-Nrf2 PPI 4, PvdQ inh -6, Arrestin-AP2 inh -4, SR-BI DiI-HDL act -1, DAGLB inh -5, PKA-R2B act -3, LANA DNA inh 1.8, SR-BI HDL uptake 1 and RTF Ca sens inh 6.
For Cn1c(=O)n(C)c2cc(C(=O)Nc3ccc4c(c3)OCO4)ccc21 the results were NSD2 HMT inh 1, Keap1-Nrf2 PPI 0, PvdQ inh 0, Arrestin-AP2 inh 8, SR-BI DiI-HDL act -39, DAGLB inh 3, PKA-R2B act -2, LANA DNA inh 0.3, SR-BI HDL uptake 39 and RTF Ca sens inh -6.
Screening Cc1ccc(C)c(-n2c(SCC(=O)NCC3CCCO3)nnc2-c2ccoc2C)c1 (stereo not drawn) returned Keap1-Nrf2 PPI -19, PvdQ inh -20, Arrestin-AP2 inh -1, SR-BI DiI-HDL act 9, DAGLB inh 1, PKA-R2B act 4, LANA DNA inh 2.6, SR-BI HDL uptake -9 and RTF Ca sens inh -1.
For CC(C)N(Cc1ccccc1)C(=O)CN1C(=O)NC(Cc2ccccc2)(c2ccccc2)C1=O (stereo not drawn) the results were NSD2 HMT inh 0, Keap1-Nrf2 PPI -6, PvdQ inh 2, Arrestin-AP2 inh -1, SR-BI DiI-HDL act -7, DAGLB inh 2, PKA-R2B act -1, LANA DNA inh 1.4, SR-BI HDL uptake 7 and RTF Ca sens inh 0.
Screening N#CCCn1nc2c(c1N)CCC2 returned NSD2 HMT inh -1, Keap1-Nrf2 PPI 0, PvdQ inh -10, Arrestin-AP2 inh -4, SR-BI DiI-HDL act -8, DAGLB inh -2, PKA-R2B act -11, LANA DNA inh 3.3, SR-BI HDL uptake 8 and RTF Ca sens inh -8.
Screening Cc1ccccc1N1CCN(CCC(=O)Nc2ccc(F)cc2)CC1 returned NSD2 HMT inh -1, Keap1-Nrf2 PPI 1, PvdQ inh -16, Arrestin-AP2 inh -29, SR-BI DiI-HDL act 31, DAGLB inh -2, PKA-R2B act -3, LANA DNA inh -5.6, SR-BI HDL uptake -31 and RTF Ca sens inh 0.
Screening CSc1nc(Oc2ccc(F)cc2F)cc(C(F)(F)F)n1 returned NSD2 HMT inh 0, Keap1-Nrf2 PPI -3, PvdQ inh 9, Arrestin-AP2 inh -7, SR-BI DiI-HDL act -23, DAGLB inh -12, PKA-R2B act -7, LANA DNA inh -0.6, SR-BI HDL uptake 23 and RTF Ca sens inh 1.
For CCC1CCCCN1C(=O)CCc1nnc(Cc2cc(OC)ccc2OC)o1 (stereo not drawn) the results were NSD2 HMT inh -4, Keap1-Nrf2 PPI 1, PvdQ inh -8, Arrestin-AP2 inh 3, DAGLB inh -3, PKA-R2B act 6, LANA DNA inh -0.1 and RTF Ca sens inh -15.
